Bioassay records as filed in PubChem BioAssay.
PfHsp90 yeast 2 = growth inhibition of PfHsp90-expressing yeast, primary screen, antimalarial PfHsp90 inhibitor project, S. cerevisiae, BacTiter-Glo luminescence, single point, set 2 | BacTiter-Glo ATP, 48 h; yeast lacking PDR1 and PDR3 efflux regulators | inhibition, % at 9.4 µM | 0.32% of 310,000 active | AID 504621, 2011;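 active = every replicate shows inhibition above about 80%, whatever the replicate mean, limit read from the data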;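 also: 0% = DMSO neutral controls and 100% = 20 µM radicicol positive controls; yeast relying on Plasmodium falciparum Hsp90 in place of its own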
Rtt109 HAT inh = inhibitors of C. albicans Rtt109/Vps75 HAT, primary screen, biochemical, ThioGlo CoA-SH fluorescence, plate reader; purified Rtt109/Vps75, 4 h; 0.16% of 330,000 active; Histone acetyltransferase RTT109 (Candida albicans (strain SC5314 / ATCC MYA-2876)), …; inhibition, % at 34.9 µM;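 active = inhibition of at least 50% in every replicate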
Target sequence (Q5AAJ8 whole entry, looked up): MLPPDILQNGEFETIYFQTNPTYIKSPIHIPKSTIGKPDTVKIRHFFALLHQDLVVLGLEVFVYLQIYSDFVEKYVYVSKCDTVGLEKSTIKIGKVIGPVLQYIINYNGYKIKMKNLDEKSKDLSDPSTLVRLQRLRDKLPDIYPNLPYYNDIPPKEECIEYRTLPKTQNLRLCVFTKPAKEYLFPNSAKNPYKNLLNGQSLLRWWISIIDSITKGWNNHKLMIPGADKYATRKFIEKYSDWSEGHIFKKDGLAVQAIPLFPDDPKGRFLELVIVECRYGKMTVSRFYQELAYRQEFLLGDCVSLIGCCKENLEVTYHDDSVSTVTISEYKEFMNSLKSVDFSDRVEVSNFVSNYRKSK
PvdQ acylase = P. aeruginosa PvdQ acylase inhibitors, primary screen, biochemical, fluorescence, plate reader and imaging, single point | 0.063% of 340,000 active | inhibition, % at 10 µM | purified PvdQ acylase; in the data active = inhibition above about 30%, passing the limit was not always enough;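 also: 0% = vehicle neutral wells and 100% = reference inhibitor wells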
DAGLB inh = DAGLB lipase inhibitors, primary screen, biochemical, fluorescence, HTS; Diacylglycerol lipase-beta (Homo sapiens), Q8NCG7; 0.059% of 340,000 active; HEK293T DAGLB membrane lysate, EnzChek fluorogenic substrate; inhibition, % at 5.17 µM; in the data active = inhibition above about 34%;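 also: 0% = enzyme with vehicle and 100% = wells lacking enzyme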
Target sequence (Q8NCG7 whole entry, looked up): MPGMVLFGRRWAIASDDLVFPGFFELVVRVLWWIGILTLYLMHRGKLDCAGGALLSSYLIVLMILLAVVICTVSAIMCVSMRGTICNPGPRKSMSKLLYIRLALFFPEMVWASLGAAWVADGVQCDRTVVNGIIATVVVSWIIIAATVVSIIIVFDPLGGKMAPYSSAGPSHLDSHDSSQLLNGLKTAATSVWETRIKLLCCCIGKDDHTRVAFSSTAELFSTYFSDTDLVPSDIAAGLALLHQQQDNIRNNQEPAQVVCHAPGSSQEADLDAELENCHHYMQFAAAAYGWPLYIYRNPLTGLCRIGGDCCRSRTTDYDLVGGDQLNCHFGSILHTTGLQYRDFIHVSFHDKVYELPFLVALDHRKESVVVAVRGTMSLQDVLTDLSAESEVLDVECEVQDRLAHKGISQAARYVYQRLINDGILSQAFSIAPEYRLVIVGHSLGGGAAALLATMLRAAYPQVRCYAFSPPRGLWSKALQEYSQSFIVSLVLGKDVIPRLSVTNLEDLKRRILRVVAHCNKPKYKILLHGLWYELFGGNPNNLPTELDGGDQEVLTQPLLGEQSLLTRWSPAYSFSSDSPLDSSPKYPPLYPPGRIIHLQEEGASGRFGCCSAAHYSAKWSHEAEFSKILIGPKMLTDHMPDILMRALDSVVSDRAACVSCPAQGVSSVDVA
Tat transport = E. coli Tat export inhibitors, primary screen, MC4100, TorA-mCherry reporter, fluorescence, single point. inhibition, % at 10 µM. 0.036% of 340,000 active. AID 488895, 2010;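 active = mean replicate inhibition at least 50% and at least half of replicates individually reaching 50%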;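 also: exported cargo escapes ClpAP degradation while cytoplasmic cargo is degraded and loses fluorescence; 0% = median of neutral control wells and 100% = median of NaSCN control wells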
Wnt bcat act = Wnt/beta-catenin pathway activators, primary screen, cell-based, plate reader, single point. Wnt/beta-catenin reporter cell assay, activator. activation, % at 9.35 µM. 1.2% of 300,000 active. AID 743398, 2014; in the data active = activation above about 30%, passing the limit was not always enough;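 also: 0% = neutral control wells and 100% = positive control wells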
Ecoli viability = E. coli V3065 growth inhibition, primary screen, counter-screen for AddAB inhibitor project, absorbance, OD600. 18 h. inhibition, % at 11.9 µM. 0.27% of 330,000 active. AID 449728, 2010;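 active = inhibition above the campaign's mean inhibition across all tested compounds plus 3 SD, cut at about 9.9% in these data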;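 also: uninfected addAB+ strain grown without phage in ampicillin broth; 0% = DMSO wells and 100% = ciprofloxacin 0.95 µg/ml wells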
CAL PDZ inh = CAL PDZ peptide-binding inhibitors, primary screen, biochemical, fluorescence polarization, Cer-tagged CAL PDZ, HTS. purified CAL PDZ, TMR-peptide fluorescence polarization, 1 h. Golgi-associated PDZ and coiled-coil motif-containing protein (Homo sapiens), Q9HD26. inhibition, % at 20 µM. 0.02% of 330,000 active;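 active = highest replicate inhibition of at least 40%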;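 also: plate controls were DMSO neutral control wells for no effect and unlabeled competitor peptide control wells for full effect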
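System: purified tagged CAL PDZ domain construct (CerCALP). Schedule: 1 h incubation at room temperature before polarization reading. Medium: 25 mM sodium phosphate pH 7.4, 150 mM NaCl, TCEP, IgG, Thesit. Read-out: percent inhibition from loss of millipolarization. Measured by: FP readout, S and P plane fluorescence. Probe or stimulus: fluorescent TMR peptide probe.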
AddAB inh = growth inhibition of E. coli expressing H. pylori AddAB, primary screen, AddAB inhibitor project, absorbance; inhibition, % at 11.9 µM; 0.29% of 330,000 active; AID 435030, 2010; in the data active = inhibition above about 12%;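 also: 0% = vehicle wells of infected cells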
phage Ecoli inh = growth loss of phage-infected E. coli, primary screen, RecBCD inhibitor project, absorbance, with phage, HTS. inhibition, % at 11.9 µM. 0.26% of 360,000 active. AID 651602, 2012; in the data active = inhibition above about 11%
* hit, by the source's call; / = no result given. Compounds as they come, and some 1.9% of all compounds hit somewhere here.

SMILES	PfHsp90 yeast 2	Rtt109 HAT inh	PvdQ acylase	DAGLB inh	Tat transport	Wnt bcat act	Ecoli viability	CAL PDZ inh	AddAB inh	phage Ecoli inh
C/C(=N\NC(=S)NCC(C)(C)C)c1cc(F)cc(F)c1O	3	0	11	-3	1	19	-0.2	0.5	-1.4	-2.3
CCc1ccc(C(=O)OCC(=O)NC2CCCC2)cc1	0	-10	-2	0	-3	1	0.7	0.6	0.7	2.4
O=C(Oc1ccc2ccc(=O)oc2c1)c1ccccc1	6	2	-18	-1	-2	0	-0.2	-0.9	5.2	3.1
COc1cccc(N2CCN(C(=O)c3cc(C)oc3C)CC2)c1	12	-4	-2	-4	0	-7	-0.2	0.1	2.5	2.1
O=C(C1CCC1)N1CCc2cc(S(=O)(=O)Nc3ccc4c(c3)OCO4)ccc21	-29	-4	-12	2	-1	/	-2.0	-0.1	1.2	2.2
CCOC(=O)c1ccccc1NC(=O)N[C@@H](C)C(=O)OC	-5	0	0	-2	-5	-1	1.0	-0.6	2.5	-0.2
CCn1ncc(NC(=S)Nc2ccc3c(c2)OCO3)c1C(N)=O	5	0	-6	-2	-8	4	-3.9	0.4	-0.2	3.0
CC(C)c1ccc(OCC(=O)N2CCN(C(=O)c3ccco3)CC2)cc1	4	3	-14	0	2	0	/	-2.6	/	-0.5
COc1cccc(CN2CC(C(=O)NCCCn3ccnc3C)CCC2=O)c1 (stereo unspecified)	-37	-27	-14	-2	-3	0	1.1	-1.2	1.8	1.1
Cc1cccc(C)c1NC(=O)CN1C(=O)N(C)Cc2ccccc21	3	/	-20	1	-5	2	0.6	-0.7	3.4	3.0
CN(CC(=O)OCC(N)=O)S(=O)(=O)c1ccc(Cl)cc1	-20	-1	2	2	-8	0	3.9	-2.5	0.2	1.8
CCC(CO)Oc1cc(NC(=O)c2cccc(Cl)c2)c2ncn(C(C)C)c2c1 (stereo unspecified)	-24	6	-11	-1	-3	-4	-4.1	-1.7	0.1	-0.6
COc1cc(NS(=O)(=O)c2ccc(NC(C)=O)cc2)ncn1	13	2	8	3	-13	/	-0.7	-2.9	2.1	0.6
CC(/C=N/NC(=O)c1cccnc1)=C\c1ccccc1	1	-10	-12	0	-4	35*	1.4	-0.9	6.0	1.9
O=C(C1CCCCN1S(=O)(=O)c1ccccc1)N1CCN(Cc2ccccc2)CC1 (stereo unspecified)	-14	-1	-6	3	-1	-2	0.2	/	1.9	2.5
Cc1cccc(-c2cc(C(=O)Nc3cccnc3)c3ccccc3n2)c1	0	3	-2	1	8	6	-1.3	-3.0	-3.2	1.0
CCCOP(=O)(c1ccc(N(C)C)cc1)C(O)c1cc(OC)ccc1OC (stereo unspecified)	0	/	-19	-1	15	0	0.9	0.2	-0.7	4.7
Cc1ccc(NC(=O)CCNC(=O)Cn2cnc3ccccc3c2=O)cc1F	-10	-2	-17	1	8	-1	-0.9	-1.3	3.9	2.9
COc1ccc(-c2ccc(SCc3cccnc3)nn2)cc1OC	21	6	-12	0	-1	-3	-0.8	-2.9	-1.8	4.3
COCCNC(=O)COc1ccc(Nc2ccccc2)cc1	/	4	4	0	-5	0	0.5	0.5	2.5	2.5
O=C(NC1C/C(=N/O)c2cc3c(cc21)OCO3)C(F)(F)F (stereo unspecified)	14	1	-4	0	4	0	-0.3	0.4	-1.5	3.1
O=C(O)c1cc(-c2ccccc2)n(-c2ccc(Cl)cc2)n1	10	-10	-15	4	-2	0	0.6	-0.8	-0.7	4.3
CC(OC(=O)C1=COCCO1)C(=O)c1ccc(Br)cc1 (stereo unspecified)	-4	-13	21	-1	5	1	0.5	-0.3	1.1	1.5
CNC(=O)COc1ccc(S(=O)(=O)Nc2ccc(C)cc2)cc1	2	-3	-7	-1	-10	1	-0.4	-0.9	4.5	0.3
O=C(c1cn[nH]c1)N1CCc2c([nH]c3ccccc23)C1c1c(F)cccc1Cl (stereo unspecified)	9	-13	1	1	3	-2	-0.3	0.6	0.2	4.7
CCOC(=O)c1ccc(NCCc2ccc(OC)c(OC)c2)c(N)c1	3	-2	1	0	-15	0	0.9	-0.7	-1.2	2.6
CCOc1ccc(C(=O)Nc2ccc(S(=O)(=O)N3CCOCC3)cc2)cc1OCC	4	-1	-7	2	-2	/	-3.3	-1.5	4.1	3.0
O=C(/C=C/c1ccc(Cl)cc1)NCc1ccco1	2	-10	-14	-2	3	5	2.0	-3.9	5.5	2.8
CCCCCC(=O)Nc1ccc(Cc2ccncc2)cc1	12	-3	-4	0	-3	/	2.5	-0.6	3.1	5.4
Cc1ccc(Oc2cc(C)nc(-c3ccccc3O)n2)cc1	1	-4	-4	-9	0	/	1.4	0.3	1.4	2.5
O=C(N/N=C/c1ccccc1[N+](=O)[O-])c1cnccn1	12	2	-10	-1	-2	5	0.4	-0.3	1.5	2.1
COc1ccc(C(CNC(=O)COc2ccc(F)cc2Cl)N2CCCCC2)cc1 (stereo unspecified)	/	-7	-18	3	-2	-2	0.2	0.0	1.5	3.2
CCOC(=O)CSc1c(-c2ccccc2)c2cc(Cl)ccc2[nH]c1=O	10	3	0	4	4	-2	-1.0	-1.9	1.9	0.9
CCOC(=O)c1c(-c2ccccc2)oc2ccc(O)cc12	-31	-4	-9	-6	11	0	-0.9	0.1	0.2	0.4
COc1ccc(NC(=O)CN(C)S(=O)(=O)c2ccc3c(c2)n(C)c(=O)c(=O)n3C)cc1	-14	28	8	0	-3	0	-1.5	-0.3	0.7	1.9
Cc1nc(C)n(CCNS(=O)(=O)c2ccccc2)n1	34	1	-18	-3	-3	0	0.4	-1.5	3.7	3.1
O=C(COC(=O)c1cccc(S(=O)(=O)N2CCCCCC2)c1)NCc1ccc(Cl)cc1	-7	45	5	-2	5	0	/	-2.3	/	2.9
O=C(Nc1ccccc1Cl)N1CCN(c2ccc3nncn3n2)CC1	18	0	2	-1	0	-3	0.9	0.2	3.0	1.4
COc1ccc(/C=C\c2onc(C)c2S(=O)(=O)N2CCC(C(=O)NCc3ccco3)CC2)cc1	18	-5	-10	-3	6	-3	-0.7	-2.5	0.7	-0.1
Cc1ccc(-c2ccc(CCC(=O)O)n2NC(=O)c2cccs2)cc1	-14	0	4	-2	2	/	-2.3	0.4	0.9	0.9

Copied from the results shown, 4 compounds:
SMILES	PfHsp90 yeast 2	Rtt109 HAT inh	PvdQ acylase	DAGLB inh	Tat transport	Wnt bcat act	Ecoli viability	CAL PDZ inh	AddAB inh	phage Ecoli inh
O=C(NC1C/C(=N/O)c2cc3c(cc21)OCO3)C(F)(F)F (stereo unspecified)	14	1	-4	0	4	0	-0.3	0.4	-1.5	3.1
O=C(O)c1cc(-c2ccccc2)n(-c2ccc(Cl)cc2)n1	10	-10	-15	4	-2	0	0.6	-0.8	-0.7	4.3
CC(OC(=O)C1=COCCO1)C(=O)c1ccc(Br)cc1 (stereo unspecified)	-4	-13	21	-1	5	1	0.5	-0.3	1.1	1.5
CNC(=O)COc1ccc(S(=O)(=O)Nc2ccc(C)cc2)cc1	2	-3	-7	-1	-10	1	-0.4	-0.9	4.5	0.3

(further entries)
SMILES	PfHsp90 yeast 2	Rtt109 HAT inh	PvdQ acylase	DAGLB inh	Tat transport	Wnt bcat act	Ecoli viability	CAL PDZ inh	AddAB inh	phage Ecoli inh
Cc1cc(C)n2nc(C(=O)OCC(=O)c3cc(C)n(C)c3C)nc2n1	2	-5	-2	1	-14	/	2.9	-0.3	2.7	-0.2
Cc1cc2ccc(C)c(C)c2nc1SCC(=O)c1cccs1	-48	12	-10	-17	-6	-5	-0.5	-2.0	-1.7	2.0
CCOC(=O)/C(=N\Nc1cc(Cl)ccc1Cl)N1CCN(CC)CC1	-17	-9	-18	-4	1	-2	-1.6	-1.1	1.7	0.9
COc1ccc(S(=O)(=O)NCC2CCCN(C(=O)c3ccco3)C2)cc1 (stereo unspecified)	4	-1	-5	3	8	16	1.6	-0.7	4.1	1.4
COc1ccc(C(=O)NCC(=O)OCC(=O)NC(=O)NC2CCCCC2)cc1OC	9	4	-9	0	10	/	2.7	-0.6	0.8	0.5
CCNC(=O)c1ccc(N(C)S(=O)(=O)c2cccs2)cc1	8	-8	-12	-1	-5	-1	-0.3	0.2	2.5	2.3
Cc1ccc(C)c(S(=O)(=O)N2CCN(C(=O)C3CCN(c4ncnc5sc(C)c(C)c45)CC3)CC2)c1	/	/	4	1	11	-9	2.1	-2.6	-1.5	3.4
Cc1ccccc1S(=O)(=O)Cc1ccc(C(=O)NC2CCCCC2C)o1 (stereo unspecified)	9	2	-13	-1	5	-1	-1.6	-3.3	2.1	1.9
Cc1ccc(S(=O)(=O)NCC(=O)NCC(=O)OCC(=O)NC(=O)NC(C)(C)C)cc1C	28	0	-14	1	0	0	-2.0	-0.3	1.3	2.3
COc1ccccc1CN(C)C(=O)C1(c2ccc(Cl)cc2)CC1	22	-1	-10	-5	4	/	2.3	-0.5	-1.4	2.1
FC(F)(F)c1cc(Oc2ccc(Cl)cc2)nc(-c2ccccn2)n1	19	0	-4	0	2	-1	1.8	-1.8	-1.6	1.3
O=S(=O)(NCc1cccnc1)c1ccc(Br)c2ccccc12	1	1	-19	2	3	-1	-0.1	-1.5	2.7	3.1
COc1ccc(C(=O)Nc2cccc(/C=C(\CCC(=O)O)c3nc4ccccc4s3)c2)cc1	-57	7	-7	6	-3	15	-2.4	-3.8	-2.4	2.1
Cc1nnc(NC(=O)c2ccncc2)s1	17	-14	-17	0	5	/	-1.0	-1.6	4.0	0.8
Fc1ccc(CN2CCN(C(=S)NCCc3ccccc3)CC2)c(Cl)c1	-22	-13	-14	-3	-9	0	0.5	-0.2	0.4	2.4
Cc1ccc(NC(=O)CCC(=O)NNC(=O)c2cccs2)cc1C	28	-16	-8	2	-3	0	/	-1.1	/	/
COc1nc(-c2ccc3c(c2)OCO3)n(-c2ccc(NC(=O)CSc3ccccc3)cc2)n1	15	-1	-10	-4	-1	-3	-3.0	-1.8	1.1	1.7
CC1CCC2(CC1)NC(=O)N(CC(=O)Nc1cc(S(=O)(=O)N3CCCC3)ccc1Cl)C2=O (stereo unspecified)	/	6	2	2	-2	-3	-3.7	1.2	-1.8	-1.2
Cc1cnc(CN(C)C(=O)CC2C(=O)NCCN2Cc2cccc(F)c2F)[nH]1 (stereo unspecified)	5	0	-10	0	-2	1	0.5	-1.0	-1.5	0.2
CC(C)c1ccc(-c2nnn(CCC#N)n2)cc1	-28	1	-9	-6	-1	3	-0.2	-1.2	1.7	5.5
COc1cccc(/C=N/NC(=O)c2c(C)nc3ccc(Cl)cn23)c1O	5	-21	-10	6	-8	2	-0.6	-0.3	1.8	-1.9
Nc1ccc(C(=O)N2N=C(c3ccc(F)cc3)CC2(O)C(F)(F)F)cc1 (stereo unspecified)	11	0	1	-2	-9	-3	/	-0.4	/	-1.6
O=C(CCCc1ccccn1)c1cccc2ccccc12	-14	-5	16	-3	18	-1	/	-0.1	/	2.1
COc1ccc(Cl)cc1NC(=O)c1nnn(CC(=O)Nc2cc(C)cc(C)c2)c1N	-4	-2	-13	-3	6	-5	0.5	-0.3	2.9	2.7
